Mito fusion act: inhibitors of mitochondrial division or activators of mitochondrial fusion; Potency, µM (doses to about 46.1 µM), inactives show top-dose growth rescue (activation), most hits filed as activators; 0.23% of 320,000 active; S. cerevisiae fusion-defective mutant growth rescue, CellTiterGlo 48 h;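 further: potency means the concentration at half of the fitted maximal effect; % of control where 0% means no effect; nearly all actives have a fitted effect of over 45% in size; temperature-sensitive fusion mutants such as fzo1-1 at 37 °C on non-fermentable ethanol glycerol medium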
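Compounds are tested for their ability to restore growth of mitochondrial fusion-defective yeast strains at non-permissive 37C in YPEG medium over 48 hours. Viability is quantified by luciferase luminescence.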
KCNH2 3.1 inh: blocks the human KCNH2 3.1 channel isoform | 0.95% of 340,000 active | U2OS KCNH2 3.1, thallium flux FluxOr; hits give low values | AID 720553 | activity change, % (tested at about 1.8 µM);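 active means maximum activity change below -70%; inconclusive means maximum activity change from -70% to -50%; inactive means maximum activity change above -50%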;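 further: thallium influx rate constant from kinetic fluorescence after stimulation buffer; on the % scale 0 is the no-effect control and ±100 the full control effect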
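Channel expression came from 3.1 mutant virus (1.77 x 10^8 /mL) applied to suspended U2OS cells for 4 h. Flux was tracked with FluxOr dye plus Red40 quencher, and kinetic rate constants normalized to controls.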
MBNL1 CUG block: inhibitors of human MBNL1 binding to CUG repeat RNA; 0.036% of 280,000 active; Potency, µM (series often up to 57.5 µM), without a hit: at the highest dose activity change, negative = inhibition, usual class: inhibitors; TR-FRET MBNL1-His/biotin-(CUG)12 binding, 665/545 ratio; active means well fitted inhibition curve with a large enough effect in the signal ratio, with a control signal flat, not every such curve was filed as active; inconclusive means small, poorly fitted or top-dose-only effect, or effect the other way, or a change in a side signal; inactive means no such curve, though single readings can be large or run the other way; the % refers to the signal ratio; further: potency means the concentration at half of the fitted maximal effect; on the % scale 0 is the no-effect control and ±100 the full control effect
Target sequence (Q9NR56 whole entry, looked up): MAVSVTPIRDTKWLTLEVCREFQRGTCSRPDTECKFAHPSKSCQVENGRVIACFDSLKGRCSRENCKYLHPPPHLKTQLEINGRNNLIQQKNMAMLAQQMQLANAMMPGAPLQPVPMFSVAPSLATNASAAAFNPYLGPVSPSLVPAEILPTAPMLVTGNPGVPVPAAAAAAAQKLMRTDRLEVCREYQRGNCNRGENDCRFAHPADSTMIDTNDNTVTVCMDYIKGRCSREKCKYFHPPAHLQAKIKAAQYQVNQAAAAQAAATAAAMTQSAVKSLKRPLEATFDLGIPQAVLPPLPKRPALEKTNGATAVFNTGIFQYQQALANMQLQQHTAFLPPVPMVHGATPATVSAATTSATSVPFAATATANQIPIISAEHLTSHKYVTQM
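Inhibition of protein-RNA binding appears as loss of TR-FRET between terbium anti-His antibody on MBNL1-His and streptavidin-XL665 on biotin-(CUG)12. Activity is normalized to buffer-only and uninhibited-complex controls.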
Gal4-VP16 FLuc: inhibits Gal4-VP16 luciferase reporter, ROR gamma counter-screen; AID 2546; Potency, µM (top dose mostly 53.6 µM), inactives show top-dose activity, negative = inhibition, most hits filed as inhibitors; Drosophila S2 Gal4-VP16 UAS-luciferase, luminescence, 20 h; 3.5% of 310,000 active;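 further: Gal4-VP16 expression switched on by copper sulfate through the metallothionein promoter; potency means the concentration at half of the fitted maximal effect; on the % scale 0 is the no-effect control and ±100 the full control effect; nearly all actives have a fitted effect of over 50% in size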
NPC1 prom act: NPC1 promoter activation | Huh7 NPC1 promoter luciferase reporter, 24 h | Potency, µM (doses to about 9.22 µM), without a hit: at the highest dose activation, hits mostly activators | 2.4% of 320,000 active;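 further: potency means the concentration at half of the fitted maximal effect; % of control where 0% means no effect; nearly all actives have a fitted effect of over 60% in size; reporter is driven by a mutant NPC1 promoter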
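Stable NPC1-promoter luciferase Huh7 line; cpd (DMSO) 24 h, 37 °C, 5% CO2; Amplite luciferase reagent 10 min RT; luminescence readout. qHTS format.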
Rab9 promoter act: activators of Rab9 promoter. Huh7 Rab9 promoter-luciferase reporter, luminescence, 24 h. Potency, µM (top dose mostly 9.22 µM), for the others: top-dose activation, negative = inhibition, actives largely listed as activators. 2.8% of 320,000 active; further: potency means the concentration at half of the fitted maximal effect; % of control where 0% means no effect; nearly all actives have a fitted effect of over 60% in size
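Luciferase signal after 10 min detection reagent at ambient indicates Rab9 promoter upregulation; stably transfected Huh7 cells were treated 24 h with compound in DMSO at 37 °C, 5% CO2.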
FLuc modulator: counter-screen for miR-21 project: firefly luciferase inhibitors or activators; Potency, µM (series often up to 57.5 µM), without a hit: at the highest dose activity change, negative = inhibition, usual class: inhibitors; 6.9% of 360,000 active; purified FLuc, Km substrates, luminescence inhibition; P08659;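 further: potency means the concentration at half of the fitted maximal effect; plate controls were vehicle for no effect and reference inhibitor for full effect; nearly all actives have a fitted effect of over 55% in size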
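Biochemical qHTS of compounds, final roughly 60 µM downward over six points, against 10 nM purified firefly luciferase using Km concentrations of substrates (10 uM D-luciferin, 10 uM ATP) in Tris acetate pH 7.5 buffer; luminescence output.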
PKM2 act: PKM2 (human) enzyme activation; 0.34% of 260,000 active; purified PKM2, Kinase-Glo ATP luminescence, activation; response scale: 0% is enzyme alone, no compound; AID 1631; P14618; Potency, µM (series often up to 57.5 µM), for the others: top-dose activation, usual class: activators; further: potency means the concentration at half of the fitted maximal effect; on the % scale 0 is the no-effect control and ±100 the full control effect; nearly all actives have a fitted effect of over 55% in size
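ATP formation by purified human PK-M2, quantified via coupled luciferase luminescence after 1 h at room temperature with 0.1 mM ADP and 0.5 mM PEP final.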
ELG1 repair inh: blocks ELG1-dependent DNA repair in HEK293T cells; HEK293T ELG1-luciferase reporter, luminescence, 16 h; DNA damage induced by 5-fluorouridine; Potency, µM (titrated, usually from 46.1 µM), for the others: at the top dose activity change, negative = inhibition, hits mostly inhibitors; 2.3% of 330,000 active; AID 504467; further: potency means the concentration at half of the fitted maximal effect; on the % scale 0 is the no-effect control and ±100 the full control effect; nearly all actives have a fitted effect of over 55% in size
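DMSO vehicle served as the neutral condition. Each well held 2,000 cells given 5-fluorouridine plus compound; after 16 hr at 37 °C/5% CO2, ONE-Glo was added and luciferase measured 30 min later.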
RORg inh: inhibitors of mouse ROR gamma transcriptional activity. P51450. Drosophila S2 Gal4-RORgamma UAS-luciferase reporter, 20 h. Potency, µM (doses to about 53.6 µM), for the others: at the top dose activity change, negative = inhibition, most hits filed as inhibitors. 5.4% of 310,000 active; further: potency means the concentration at half of the fitted maximal effect; on the % scale 0 is the no-effect control and ±100 the full control effect; nearly all actives have a fitted effect of over 60% in size
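In this cell-based reporter format, copper sulfate (700 uM final) drives Gal4–ROR gamma fusion expression from a metallothionein promoter in Drosophila Schneider cells; compounds preincubated 1 hr, reporter read after 20 hr at ambient temperature.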
Menin-MLL TR inh: menin-MLL binding inhibition, Texas Red mutant peptide; AID 1768; Menin + Texas Red MLL mutant peptide, fluorescence polarization; Potency, µM (series often up to 61.6 µM), inactives show top-dose FP activity change, negative = inhibition, actives largely listed as inhibitors; 0.23% of 270,000 active; active means well fitted inhibition curve with a large enough effect in the polarisation, with a control signal flat, not every such curve was filed as active; inconclusive means small, poorly fitted or top-dose-only effect, or effect the other way, or a change in a side signal; inactive means no such curve, though single readings can be large or run the other way; the % refers to the polarisation; further: potency means the concentration at half of the fitted maximal effect; % of control where 0% means no effect; many of its hits are not listed in these tables
Target sequence (O00255 whole entry, looked up): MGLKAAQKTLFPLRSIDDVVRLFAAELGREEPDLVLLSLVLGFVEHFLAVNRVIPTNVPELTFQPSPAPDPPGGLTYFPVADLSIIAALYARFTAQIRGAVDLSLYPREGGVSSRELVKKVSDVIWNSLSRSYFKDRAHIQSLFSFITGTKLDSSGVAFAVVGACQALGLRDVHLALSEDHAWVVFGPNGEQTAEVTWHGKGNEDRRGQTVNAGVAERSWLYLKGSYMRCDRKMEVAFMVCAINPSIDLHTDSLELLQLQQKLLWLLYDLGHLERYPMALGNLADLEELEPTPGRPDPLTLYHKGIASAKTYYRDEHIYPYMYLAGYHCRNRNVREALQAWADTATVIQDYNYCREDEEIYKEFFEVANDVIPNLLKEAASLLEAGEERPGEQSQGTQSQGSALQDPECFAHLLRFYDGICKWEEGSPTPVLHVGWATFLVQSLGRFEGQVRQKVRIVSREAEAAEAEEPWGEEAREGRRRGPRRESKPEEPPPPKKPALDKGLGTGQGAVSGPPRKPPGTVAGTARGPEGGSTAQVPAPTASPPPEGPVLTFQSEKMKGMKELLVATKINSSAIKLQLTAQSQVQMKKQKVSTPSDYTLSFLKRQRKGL
* = called active by the depositor; u = inconclusive; x = not tested or not shown; [ ] = dose if it differs, or a comment. Unless noted, the call rests on the fitted dose curve; in most records, active means well fitted curve in the direction sought with a large enough effect; inconclusive means small, poorly fitted or top-dose-only effect, or another doubt; inactive means no such curve, though single readings can be large; an effect the other way counts as inactive or inconclusive. An excerpt (hit frequency here may not be typical).

item	compound	Mito fusion act	KCNH2 3.1 inh	MBNL1 CUG block	Gal4-VP16 FLuc	NPC1 prom act	Rab9 promoter act	FLuc modulator	PKM2 act	ELG1 repair inh	RORg inh	Menin-MLL TR inh
1	CC(=O)c1cc2c(O)c(O)ccc2o1	2%	3	8%	-12%	-13%	3%	4%	-21%	-1%	u	8%
2	O=C(CN1CCCCC1)Nc1ccccc1C(=O)NC1CC1	-13%	-3	x	x	-3%	-5%	-10%	x	1%	x	x
3	Cc1cc(C)n(CCc2nc(-c3ccc(F)cc3)cs2)n1	4%	x	-28%	-6%	-1%	6%	-19%	7%	u	-12%	5%
4	O=C(C[n+]1ccc(/C=N/O)cc1)NCc1ccccc1	2%	16	u	1%	-1%	-1%	2%	0%	-8%	0%	x
5	NS(=O)(=O)c1cccc(-n2cnnn2)c1	-2%	12	-4%	-11%	-6%	-5%	-2%	-26%	11%	1%	x
6	COCCNC(=O)c1c[nH]c2ccc(S(=O)(=O)N(C)c3ccc(C)c(C)c3)cc2c1=O	4%	-9	2%	-6%	-1%	0%	-1%	x	x	12%	24%
7	Cc1cc(C)c(S(=O)(=O)Nc2ccc[nH]c2=O)c(C)c1	-25%	-6	1%	x	-8%	-2%	-6%	20%	11%	-25%[0.365 µM]	3%
8	CCN1C(=O)C2(C(C#N)=C(N)Oc3n[nH]c(-c4ccccc4)c32)c2ccccc21 (centres undefined)	-2%	-3	0%	-1%	1%	14%	1%	8%	4%	22%	5%
9	Nc1nnnn1/N=C/c1ccc(O)cc1	-2%	1	13%	0%	0%	2%	-15%	-6%	15%	8%	1%
10	COc1ccc(N2CCN(CCCNC(=O)c3ccc(CS(=O)(=O)c4ccc(OC)cc4)o3)CC2)cc1	0%	u	-6%	-4%	22%	-2%	-1%	x	u	7%	x
11	O=C(Nc1ccc(F)cc1F)N1CCN(CCc2ccccc2)CC1	-4%	14	-1%	-7%	0%	-5%	1%	5%	20%	6%	x
12	CCOC(=O)C1(CCCc2ccccc2)CCN(CC(O)CO)CC1 (centres undefined)	-2%	-38	-4%	0%	-1%	0%	-1%	-8%	0%	-1%	-14%
13	CSc1cc(N2CCOCC2)nc(-c2ccccc2Cl)n1	3%	2	x	-9%	-2%	-1%	-1%	3%	-8%	32%	-6%
14	COc1ccccc1CNC(=O)CSc1nc(C)cs1	0%	-2	-3%	2%	-1%	-3%	3%	-43%	-3%	0%	6%
15	CCOC(=O)c1c(NC(=O)C(Sc2ccccc2)c2ccccc2)sc(C(=O)N(C)C)c1C (centres undefined)	13%	-3	x	-26%	-2%	-2%	3%	-1%	u	u	-6%
16	COc1cccc(OCCSc2nc3ccccc3c(=O)[nH]2)c1	-5%	-1	0%	3%	1%	5%	-15%	-2%	-6%	39%	13%
17	COc1ccc(OC)c(C(C)NC(=O)C(C)n2cc([N+](=O)[O-])cn2)c1 (centres undefined)	0%	1	x	x	-3%	-1%	0%	x	16%	x	x
18	O=C(COC(=O)/C=C/c1ccccc1Cl)NC(=O)NC1CCCC1	-2%	4	x	x	-3%	9%	-12%	x	-5%	x	x
19	Cc1cc2c(nn1)CCc1nonc1-2	-2%	23	15%	4%	-2%	-9%	0%	-7%	-1%	u	11%
20	Nc1c(C(=O)OCC2CCCO2)c2nc3ccccc3nc2n1C1CCCC1 (centres undefined)	0%	14	0%	-4%	-2%	-4%	u	-2%	u	1%	-14%
21	COc1ccc(/C=N/NC(=O)c2ccncc2)cc1CN1CCN(c2ccc(F)cc2)CC1	u	-90*	-18%	4%	-2%	-2%	-1%	-3%	u	-3%	-1%
22	O=C(CSc1nnc(-c2ccco2)o1)NC(=O)C1COc2ccccc2O1 (centres undefined)	-3%	6	-4%	4%	4%	10%	-6%	-11%	u	u	0%
23	Cc1ccc(C)c(NC(=O)C(C)N2C(=O)c3ccccc3C2=O)c1 (centres undefined)	1%	1	3%	0%	0%	0%	2%	0%	13%	3%	1%
24	CCCn1c(SCC(=O)c2[nH]c(C)c(C(C)=O)c2C)n[nH]c1=O	-5%	-1	-5%	-1%	-5%	2%	-3%	-1%	4%	9%	x
25	CN1C(=S)N(c2cccnc2)C(=O)/C1=C\c1ccc(C(C)(C)C)cc1	-8%	-3	6%	u	-3%	-5%	u	7%	u	u	1%
26	Cc1ccc(Nc2ccccc2)cc1	8%	-1	-6%	u	6%	1%	-21%	-15%	23%	39%	2%
27	CCC(Sc1nc2ccccc2c(=O)n1CCN1CCOCC1)C(=O)NCc1cccnc1 (centres undefined)	-10%	4	-3%	-3%	-3%	1%	-3%	2%	u	4%	1%
28	CC1CCN(C(=O)c2[nH]cnc2C(=O)N[C@@H](C)C(=O)OC(C)(C)C)CC1	0%	4	0%	0%	-5%	-6%	3%	-1%	21%	-14%	x
29	CC/C(=N\NC(=S)NC(C)C)c1ccc(OC(F)F)cc1	3%	-11	-2%	-5%	-5%	-1%	1%	-9%	u	0.56µM*	20%
30	COc1ccccc1NC(=O)C(Sc1ccccc1)c1ccccc1 (centres undefined)	u	-33	-1%	u	0%	-2%	-3%	0%	-16%	7%	-2%
31	O=S(=O)(c1ccccc1)c1ccc(C(F)(F)F)cn1	3%	10	-1%	15%	0%	6%	-2%	22%	-5%	-34%	-3%
32	Cc1cc([N+](=O)[O-])ccc1Nc1nc2ccccc2n2cnnc12	17%	-5	6%	5%	5%	-5%	3%	x	u	0%	15%
33	CC(=O)c1c(N2CCOCC2)nc(=O)n(-c2ccccc2)c1C	0%	-9	-8%	12%	-2%	-3%	1%	-2%	7%	34%	14%
34	O=C(NCC1CCCO1)C1CCN(C2CCN(C3CCCCCC3)CC2)CC1 (centres undefined)	3%	-3	-3%	2%	-3%	-4%	-4%	-2%	5%	4%	-9%
35	Cc1nc(C2CCC3C4CCC5=CC(=O)CC[C@]5(C)C4CC[C@]23C)cs1 (some centres undefined)	-62%[inhibitor]	x	-10%	0%	-44%[inhibitor]	-36%[inhibitor]	2%	-2%	u	-24%	u
36	C/C(CCN1CCc2nc(-c3ccccc3)c(-c3ccccc3)cc2C1)=N\O[C@@H](C)c1cc(-c2c(C)cc(C)cc2C)no1	5%	-7	29%	3%[10 µM]	-5%	-7%	0%	1%	-5%	2%[10 µM]	-8%[11.7 µM]
37	CC12CCC(=O)N1C(C(=O)Nc1nc(-c3ccccc3Cl)cs1)CS2 (centres undefined)	3%	-4	x	x	16%	6%	u	x	0%	x	x
38	Cc1cc(C)c2ccc(=S)[nH]c2n1	3%	1	u	2%	2%	-1%	7%	x	-16%	u	u
39	COc1ccc(/C=C2/SC(=S)N(CCCC(=O)Nc3ccc(O)cc3)C2=O)cc1	-2%	-13	u	1.4µM*	-21%	-9%	u	0%	-9%	0.28µM*	x
40	O=C(CSc1nnc(CNC(=O)c2ccc(F)cc2)o1)NCc1ccc2c(c1)OCO2	1%	x	-6%	2%	9%	5%	-1%	18%	-3%	-21%	x
41	COc1ccc(N(CC(=O)NCc2ccncc2)S(=O)(=O)c2ccccc2[N+](=O)[O-])c(OC)c1	0%	x	-3%	-11%	-2%	-6%	-1%	-1%	5%	4%	19%
42	COc1cc(/C=C(/NC(=O)c2ccccc2)C(=O)Nc2cccc(O)c2)c([N+](=O)[O-])cc1OC	3%	-22	u	-5%	2%	0%	1%	-8%	-3%	-42%	0%
43	O=C(O)CNC(=O)CC1S/C(=N/N=C2\CSC(=O)N2)NC1=O (centres undefined)	-3%	16	19%	8%	-1%	5%	-1%	-4%	-5%	-20%	-2%
44	COc1ccc(C(CNC(=O)c2oc3c(Cl)cccc3c2C)N2CCCC2)cc1 (centres undefined)	10%	-21	x	x	-2%	-6%	-11%	x	u	x	x
